HTR5A ag ctr: HTR5A agonism, opioid heterodimer counter-screen; P47898; HTR5A agonist assay, luminescence, cell-based; activation, % at 9.3 µM; 340,000 tested, 0.61% active; in the data active means activation mostly above about 9.5%, no sharp cut-off; inactive means mostly below about 7.6%;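 further: 0% = cells with vehicle only and 100% = reference agonist; strong numbers were not always called active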
PfHsp90 yeast 2: growth inhibition of yeast expressing Plasmodium Hsp90; inhibition, % at 9.4 µM; S. cerevisiae expressing PfHsp90, BacTiter-Glo ATP, 48 h; yeast lacking PDR1 and PDR3 efflux regulators; 310,000 tested, 0.32% active; AID 504621;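 active means every replicate shows inhibition above about 80%, whatever the replicate mean, limit read from the data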;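 further: 0% = DMSO neutral controls and 100% = 20 µM radicicol positive controls; yeast relying on Plasmodium falciparum Hsp90 in place of its own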
OPRM1-OPRD1 inv: inverse agonists of human mu-delta opioid receptor heterodimerization | P35372+P41143 | cell-based MOR-DOR heterodimer luminescence, inverse agonism | inhibition, % at 9.3 µM | 340,000 tested, 0.21% active | AID 504357; in the data active means inhibition above about 22%, passing the limit was not always enough;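 further: 0% = cells with DMSO and 100% = wells without cells with DMSO; values of inactives mirror those of a sister screen read the other way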
Target sequence (P35372 whole entry, looked up): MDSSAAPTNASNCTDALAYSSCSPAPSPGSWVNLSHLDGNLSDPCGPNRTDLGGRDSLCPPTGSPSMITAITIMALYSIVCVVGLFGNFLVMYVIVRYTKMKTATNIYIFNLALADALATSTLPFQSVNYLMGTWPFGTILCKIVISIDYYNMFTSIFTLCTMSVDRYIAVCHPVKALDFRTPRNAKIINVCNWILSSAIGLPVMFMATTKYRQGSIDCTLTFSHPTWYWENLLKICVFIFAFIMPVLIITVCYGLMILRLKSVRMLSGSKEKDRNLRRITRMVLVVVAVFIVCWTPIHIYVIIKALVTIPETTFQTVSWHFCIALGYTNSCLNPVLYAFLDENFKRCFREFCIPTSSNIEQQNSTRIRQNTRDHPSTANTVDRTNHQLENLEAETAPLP
Target sequence (P41143 whole entry, looked up): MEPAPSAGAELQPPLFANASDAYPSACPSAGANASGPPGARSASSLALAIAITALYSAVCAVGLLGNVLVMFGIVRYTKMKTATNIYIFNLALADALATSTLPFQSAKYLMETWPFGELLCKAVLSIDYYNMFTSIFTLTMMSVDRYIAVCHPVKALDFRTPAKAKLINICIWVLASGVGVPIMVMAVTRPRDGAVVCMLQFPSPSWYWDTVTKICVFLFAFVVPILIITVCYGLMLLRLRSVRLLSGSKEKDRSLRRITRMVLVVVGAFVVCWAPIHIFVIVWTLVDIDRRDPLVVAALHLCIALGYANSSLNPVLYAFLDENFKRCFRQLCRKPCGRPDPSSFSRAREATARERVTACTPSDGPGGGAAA
Pemphigus Ab inh: inhibitors of pemphigus antibody binding to human desmoglein-3; 310,000 tested, 0.48% active; P32926; DSG3-coupled beads, scFv-anti-DSG3-GFP binding, flow cytometry; hits give low values; AID 588358; binding (percent of control), % at 10 µM;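 active means binding more than 3 SD below its plate's average and above zero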;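 further: hits lower antibody fragment binding to DSG3; some compounds called inactive have numbers as strong as hits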
AddAB inh: less growth of phage-infected E. coli with AddAB; E. coli expressing H. pylori AddAB, absorbance growth; inhibition, % at 11.9 µM; AID 435030; 330,000 tested, 0.29% active; in the data active means inhibition above about 12%;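 further: 0% = vehicle wells of infected cells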
PKA-R1A act: activates the PKA-R1A holoenzyme complex. activation, % at 11.4 µM. 340,000 tested, 0.083% active. PKA-R1A dissociation, Cy5-IP20 fluorescence polarization; scaled: DMSO 0%, 113 µM cGMP 100%. P00514+P68181;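 active means percent activation above the mean of all tested compounds plus 3 SD, cut at about 19% in these data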;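 further: higher means more PKAc released from R1A so a rise in polarization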
phage Ecoli inh: E. coli growth loss with phage present. growth absorbance. inhibition, % at 11.9 µM. 360,000 tested, 0.26% active. AID 651602; in the data active means inhibition above about 11%
HTR5A inv ctr: inverse agonist of human HTR5A in OPRM1-OPRD1 counter-screen. P47898. HTR5A cell line, luminescence, inverse agonism. 340,000 tested, 0.083% active. inhibition, % at 9.3 µM; in the data active means inhibition mostly above about 23%, no sharp cut-off; inactive means mostly below about 18%;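 further: 0% = cells with DMSO and 100% = no-cell wells with DMSO; some compounds called inactive have numbers as strong as hits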
E coli growth: reduces bacterial viability in AddAB counter-screen; E. coli V3065 growth, OD600 absorbance, 18 h; 330,000 tested, 0.27% active; inhibition, % at 11.9 µM;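 active means inhibition above the campaign's mean inhibition across all tested compounds plus 3 SD, cut at about 9.9% in these data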;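 further: uninfected addAB+ strain grown without phage in ampicillin broth; 0% = DMSO wells and 100% = ciprofloxacin 0.95 µg/ml wells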
Mot1-301 SUMO: inhibitors of SUMOylation pathway: yeast Mot1-301 growth rescue. growth rescue, % at 18.8 µM. S. cerevisiae Mot1-301 growth rescue, ATP luminescence, 38.5C; percent above DMSO median, 100 means doubled. 320,000 tested, 1% active;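 active means every valid replicate shows activation above 250% relative to neutral control wells; inactive means the rest, any valid replicate at or below 250%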;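 further: OY570 slx delta 5 strain wells were the positive control but not used for scaling; some compounds called inactive have numbers as strong as hits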
OPRM1-OPRD1 ag: OPRM1-OPRD1 heterodimerization agonism; cells, luminescence; 340,000 tested, 0.3% active; P35372+P41143; activation, % at 9.3 µM; in the data active means activation above about 18%;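 further: 0% = vehicle-treated cells and 100% = reference agonist; values of inactives mirror those of a sister screen read the other way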
An asterisk follows results filed as active; · = not tested or not shown.

SMILES	HTR5A ag ctr	PfHsp90 yeast 2	OPRM1-OPRD1 inv	Pemphigus Ab inh	AddAB inh	PKA-R1A act	phage Ecoli inh	HTR5A inv ctr	E coli growth	Mot1-301 SUMO	OPRM1-OPRD1 ag
COC(=O)c1c(NC(=O)CCc2ccc(C)o2)sc(C)c1C	5	8	-6	119	2.5	-4	1.0	-14	0.1	-18	1.3
COc1cccc(-c2nc(CS(=O)CC(=O)NC(C)CCc3ccccc3)c(C)o2)c1 (centres undefined)	-4	2	4	·	-0.5	-8	-0.1	0	-2.0	-18	-0.7
Cc1ccc(OC(=O)COc2ccccc2C)cc1	1	-7	-18	96	0.2	1	1.8	-2	-1.2	6	3.6
CC(C)(C)NC(=O)c1ccc2c(c1)N(CC(=O)N1CCCCC1)C(=O)C(C)(C)O2	2	-2	6	112	3.0	-5	-0.1	-4	-0.6	-14	-1.0
O=C(CCC1CCCN(c2ncccn2)C1)N1CCN(c2ccccn2)CC1 (centres undefined)	1	-14	13	99	1.6	-5	3.9	1	-2.4	-25	-2.5
Oc1ccc(C[C@@H]2CNCCN2CCC23CC4CC(CC(C4)C2)C3)cc1	5	32	-9	105	2.9	8	2.2	-15	-0.4	3	1.5
CCNNC(=O)C(O)(c1cccc(C)c1)c1cccc(C)c1	1	-16	12	98	1.2	-16	2.5	-2	-0.2	-18	-2.2
CCn1ncc([N+](=O)[O-])c1C(=O)Nc1c(C)nn(Cc2ccc(F)cc2)c1C	7	8	2	107	1.5	1	2.7	-18	-0.6	-13	-0.5
COc1cccc(/C=C/C(=O)OCC(=O)N2CCCc3ccccc32)c1	1	-7	0	101	0.5	-4	2.1	-4	-1.2	370	0.0
CC(C)CC(=O)NC(=S)Nc1nc(-c2ccccc2)cs1	3	16	3	102	-0.8	-8	1.2	21	1.3	-4	-0.6
CN(C(=O)C1CCC(=O)N(Cc2ccccc2F)C1)C1CCOCC1 (centres undefined)	2	-20	0	100	3.5	-1	0.6	-7	0.6	9	0.0
Cc1ccccc1CNc1nc(N)n(-c2ccccc2)n1	-2	8	2	102	0.0	5	3.7	5	1.0	-2	-0.4
O=C(O)/C(=C/c1ccco1)NC(=O)c1ccc(Br)o1	-3	13	16	97	-0.7	5	2.6	9	-0.3	-7	-3.4
C[C@@]12CCC=C[C@H]1[C@H](c1ccccc1Br)N(Cc1ccccc1)C2=O	1	-28	-32	100	1.1	2	3.9	-3	-0.9	·	6.5
COCCN1C(=O)C(=O)/C(=C(/O)c2ccc(S(=O)(=O)N3CCOCC3)cc2)C1c1ccc(OC)c(OC)c1 (centres undefined)	0	-14	5	113	1.2	-6	-0.7	-7	0.6	-9	-0.9
Cc1ccc(S(=O)(=O)N2CCCC2C(=O)NC2CCCCC2)cc1 (centres undefined)	2	18	9	100	0.7	12	2.9	-5	2.0	-15	-1.6
C/C(=N\N=C1/NC(=O)C(C)S1)c1ccc([N+](=O)[O-])cc1 (centres undefined)	-2	-8	6	99	-1.2	1	0.0	-27	-3.8	25	-1.3
CCOC(=O)N1CCN(C(=O)c2cc3cc(Br)ccc3oc2=O)CC1	2	·	8	110	5.6	0	1.2	-5	-2.4	-4	-1.6
Cc1cc(C)n(S(=O)(=O)c2cc(C)c(C)cc2C)n1	-3	·	7	106	1.6	4	0.9	-19	-0.8	-22	-1.3
CCOC(=O)CC(NS(=O)(=O)c1ccc(OC)c(C)c1)c1cccc([N+](=O)[O-])c1 (centres undefined)	0	-4	-19	100	2.2	4	-0.7	-2	-1.4	11	3.6
CCOc1cc(/C=N\NC(=O)c2ccc(NC(=O)C(C)(C)C)cc2)ccc1OC(=O)c1ccc(C)cc1	2	-4	9	·	-0.6	-12	2.6	-43	2.0	-16	-1.5
CCOC(=O)C1=C(C)N=C2SC(C)C(=O)N2C1/C=C/c1ccccc1OC (centres undefined)	2	43	10	98	0.0	-3	3.0	2	-2.6	-16	-1.9
CCOC(=O)c1nn(-c2ccccc2Cl)c(=O)cc1OCC(=O)Nc1cccc(OC)c1	-7	-1	15	95	-0.8	-4	3.5	-2	1.8	7	-2.8
CCN(CC)C1CCN(C(=O)c2cc(COc3ccc(F)cc3Cl)on2)C1 (centres undefined)	3	-4	-4	104	2.6	4	1.4	11	-0.3	418	0.8
Cc1cccc(NC(=O)c2ccccc2NC(=O)c2ccco2)c1	1	7	6	102	-0.6	-2	1.4	-8	1.9	12	-1.1

Looked up by compound from the list above:
SMILES	HTR5A ag ctr	PfHsp90 yeast 2	OPRM1-OPRD1 inv	Pemphigus Ab inh	AddAB inh	PKA-R1A act	phage Ecoli inh	HTR5A inv ctr	E coli growth	Mot1-301 SUMO	OPRM1-OPRD1 ag
Cc1ccc(S(=O)(=O)N2CCCC2C(=O)NC2CCCCC2)cc1 (centres undefined)	2	18	9	100	0.7	12	2.9	-5	2.0	-15	-1.6
CCOC(=O)N1CCN(C(=O)c2cc3cc(Br)ccc3oc2=O)CC1	2	·	8	110	5.6	0	1.2	-5	-2.4	-4	-1.6

Next part.
SMILES	HTR5A ag ctr	PfHsp90 yeast 2	OPRM1-OPRD1 inv	Pemphigus Ab inh	AddAB inh	PKA-R1A act	phage Ecoli inh	HTR5A inv ctr	E coli growth	Mot1-301 SUMO	OPRM1-OPRD1 ag
Cc1cccc(-n2cnc3cc(C(=O)N4CCc5ccccc54)ccc32)c1	7	-50	1	100	3.4	-10	3.9	-5	2.3	-8	-0.2
CC(C)(C)c1ccc(C(=O)NCc2nnc(SCC(=O)NCC3CCCO3)o2)cc1 (centres undefined)	-3	-8	7	·	-0.9	-3	2.3	9	-1.9	4	-1.2
CCOc1ccc(NC(=O)CSc2nc3ccccc3c(=O)n2CCCC(=O)NCC2CCCO2)cc1 (centres undefined)	3	5	1	86	4.0	0	1.3	-22	0.6	331	-0.3
O=C(Cc1cccs1)N1CCN=C1SCc1ccc(F)cc1	0	13	5	104	1.5	13	1.2	1	3.0	·	-1.0
CCOc1ccc(N=Nc2c(=O)[nH]n3c(=O)c4c([nH]c23)CCCC4)cc1	-3	-5	-2	99	-1.0	-1	1.7	12	-0.3	-2	0.3
Nc1cc(Cl)ccc1N1CCOCC1	2	12	4	87	-1.8	4	2.0	-19	-3.2	465*	-0.6
Cc1ccc(-n2c(C)nnc2SCC(=O)N2CCc3ccccc3C2)cc1	-1	-7	13	106	3.2	-7	2.0	-13	2.4	-7	-2.3
Cc1cc(NC(=O)CSc2c[nH]c3ccccc23)no1	11	-2	9	103	-0.8	8	-0.2	-27	-1.9	-19	-1.8
COc1ccc(-c2csc(N)n2)cc1	0	19	4	106	1.2	0	3.5	35	1.6	12	-0.8
COc1ccc(CNC(=O)C(C)OC(=O)c2cccc(N(C)C)c2)cc1 (centres undefined)	-4	0	-3	·	-2.0	14	1.7	11	2.3	8	0.8
O=C1CN(C(=O)CN2C(=O)NC(c3ccccc3)(c3ccccc3)C2=O)c2ccccc2N1	5	10	1	112	0.7	1	0.0	-15	0.9	1	-0.3
Cc1ccc(-c2nc(CNC(=O)c3ccco3)cs2)cc1	9	10	6	·	4.4	-13	8.0	-19	2.6	-5	-1.1
CCOc1ccc(C2CC(c3c(O)c4ccccc4oc3=O)=NN2c2ccccc2)cc1OC (centres undefined)	-2	7	12	132	-0.2	-5	3.5	-2	-2.0	12	-2.2
Cc1ccc(CN2CCNC(=O)C2CC(=O)NCCCn2ncc3ccccc32)o1 (centres undefined)	-1	4	16	102	·	3	1.8	2	·	·	-3.4
COc1ccc(NC(=O)CN(C)C(=O)CCSc2ccc(C)cc2)cc1	-2	-17	5	99	0.7	-5	0.5	6	-0.3	62	-0.8
COc1cc(CNCc2cccs2)ccc1OCC(N)=O	-5	-22	-14	101	4.0	0	2.5	13	-1.1	2	2.3
Cc1ccc(C(=O)N/N=C/c2ccc(-c3cccc(Cl)c3)o2)cn1	4	-12	1	113	-0.6	2	0.8	-33	0.1	-2	-0.2
COC(=O)CCC(=O)Nc1cccc2c(NC(=O)CCC(=O)OC)cccc12	2	-10	7	105	2.4	3	-0.1	-4	0.9	-27	-1.2
CCS(=O)(=O)NCC(c1cccnc1)N1CCN(c2ccc(OC)cc2)CC1 (centres undefined)	1	-54	11	101	0.8	7	2.9	-2	0.5	91	-2.1
CCOC(=O)c1c(NC(=O)COc2ccc3ccc(=O)oc3c2)sc(C(=O)N(C)C)c1C	0	-18	6	98	2.8	-3	2.8	6	1.9	-11	-1.2
O=C1C2C3C=CC(C3)C2C(=O)N1c1cccc(-c2nc3ccccc3o2)c1 (centres undefined)	2	9	0	371	3.7	2	3.1	-9	0.8	-2	0.0
Cc1nn(Cc2ccccc2Cl)c(C)c1NC(=O)CCCn1nc([N+](=O)[O-])c(Cl)c1C	-1	5	12	101	0.0	-10	-0.2	2	3.0	-4	-1.9
CCOc1ccc(-c2nc(C#N)c(NCc3ccco3)o2)cc1	0	2	-6	107	-1.7	-12	4.9	-9	-1.4	174	0.9
O=C(CCNS(=O)(=O)c1ccc(OC(F)(F)F)cc1)N1CCN(S(=O)(=O)c2cccc(F)c2)CC1	4	·	-1	104	-0.5	1	3.0	-10	0.1	-1	0.2
O=C(COC(=O)c1ccc(Cl)cc1O)NC(=O)C1CCCCC1	-1	-20	-22	101	0.9	3	4.0	-27	-2.2	-10	4.1
O=C(NCCCn1ccnc1)c1cc(-c2ccc(Cl)cc2)nc2ccccc12	-1	-4	8	99	0.6	-3	1.3	-10	0.2	47	-1.4
CCCCOc1ccc(C(=O)NCCOc2cccc(OC)c2)cc1	0	-8	-18	102	2.6	-2	0.7	0	2.7	199	3.6
O=C(Nc1ccc(Cl)c(Cl)c1)C1CCCCC1	3	4	-50	101	4.9	-6	5.3	17	0.4	19	8.9
CC(C)(C)NC(=O)C(c1ccc(F)cc1)N(Cc1ccco1)C(=O)CCC(=O)Nc1ccccn1 (centres undefined)	1	12	16	102	3.3	3	-2.1	-2	-0.4	97	-3.0

Grouped by structure: the compounds so far with a nitro group on carbon
SMILES	HTR5A ag ctr	PfHsp90 yeast 2	OPRM1-OPRD1 inv	Pemphigus Ab inh	AddAB inh	PKA-R1A act	phage Ecoli inh	HTR5A inv ctr	E coli growth	Mot1-301 SUMO	OPRM1-OPRD1 ag
CCn1ncc([N+](=O)[O-])c1C(=O)Nc1c(C)nn(Cc2ccc(F)cc2)c1C	7	8	2	107	1.5	1	2.7	-18	-0.6	-13	-0.5
C/C(=N\N=C1/NC(=O)C(C)S1)c1ccc([N+](=O)[O-])cc1 (centres undefined)	-2	-8	6	99	-1.2	1	0.0	-27	-3.8	25	-1.3
CCOC(=O)CC(NS(=O)(=O)c1ccc(OC)c(C)c1)c1cccc([N+](=O)[O-])c1 (centres undefined)	0	-4	-19	100	2.2	4	-0.7	-2	-1.4	11	3.6
Cc1nn(Cc2ccccc2Cl)c(C)c1NC(=O)CCCn1nc([N+](=O)[O-])c(Cl)c1C	-1	5	12	101	0.0	-10	-0.2	2	3.0	-4	-1.9
